Source: PubChem (several laboratories)
NS3 helicase inh = inhibitors of Hepatitis C virus NS3 helicase; hit rate 0.56% among 290,000; NS3 helicase DNA unwinding, Cy5 molecular beacon fluorescence; inhibition, % at 10.9 µM;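 active means inhibition above the mean of all tested compounds plus 3 SD, set per campaign, cut at about 35% in these data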;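 further: 0% = DMSO wells and 100% = thioflavine S control wells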
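Material: hepatitis C virus NS3 helicase domain fragment enzyme; measured by: Cy5 fluorescence, 0 and 60 min reads; control set: DMSO and thioflavine S; incubation: 60 min unwinding reaction at 25 °C after ATP addition; read-out basis: % inhibition from 60/0 min fluorescence ratio, DMSO 0%, thioflavine S 100%; repeats: singlicate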
PHOSPHO1 block = inhibitors of human PHOSPHO1 phosphatase; recombinant PHOSPHO1, absorbance phosphatase assay; inhibition, % at 13.3 µM; Q8TCT1; hit rate 1.1% among 290,000; in the data active means inhibition above about 60%
Target sequence (Q8TCT1 whole entry, looked up): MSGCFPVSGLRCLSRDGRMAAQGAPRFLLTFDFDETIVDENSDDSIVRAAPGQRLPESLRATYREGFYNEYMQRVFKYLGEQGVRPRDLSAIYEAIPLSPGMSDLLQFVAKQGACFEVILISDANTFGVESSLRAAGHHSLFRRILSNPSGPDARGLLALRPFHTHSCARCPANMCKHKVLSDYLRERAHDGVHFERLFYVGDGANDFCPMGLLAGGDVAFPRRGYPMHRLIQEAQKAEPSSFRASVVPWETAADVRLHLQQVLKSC
VIM-2 inh = blocks Pseudomonas aeruginosa VIM-2 metallo-beta-lactamase; purified VIM-2, nitrocefin hydrolysis, epi-absorbance fluorescence; inhibition, % at 5.6 µM; hit rate 0.89% among 290,000;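 active means inhibition above the mean of all tested compounds plus 3 SD, cutoff set per screening run, cut at about 7.5% in these data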;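 further: red hydrolysis product quenches plate fluorescence so inhibitors raise well fluorescence; 0% = enzyme with DMSO and 100% = DMSO without enzyme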
GPR7 antagonist = human neuropeptides B/W receptor 1 antagonism; AID 1861; inhibition, % at 4.4 µM; GPR7-expressing cells, fluorescence antagonist assay; hit rate 1.1% among 290,000; in the data active means inhibition above about 16%, passing the limit was not always enough;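 further: cells stimulated with the agonist NPW; 0% = agonist with vehicle and 100% = vehicle without agonist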
FID counter = fluorescent intercalator displacement, NS3 helicase counter-screen | AID 1845 | DNA fluorescent intercalator displacement, fluorescence | inhibition, % at 7.9 µM | hit rate 0.17% among 290,000; in the data active means inhibition above about 37%;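 further: 0% = vehicle and 100% = reference compound; higher means more ethidium bromide displaced from hairpin DNA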
GalR3 antagonist = antagonists of human GalR3; O60755; HEK293 GalR3-CNG cAMP membrane potential fluorescence; galR3 body fused to GalR1 C-terminus; inhibition, % at 3 µM; hit rate 0.44% among 360,000;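 active means inhibition above the screen-wide average plus 3 SD, cut at about 13% in these data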;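 further: forskolin and galanin both at EC90 stimulate the cells; cAMP rise reported by CNG channel membrane potential dye signal; 0% = forskolin plus galanin with DMSO and 100% = forskolin alone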
Target sequence (O60755 1-299 limits assumed): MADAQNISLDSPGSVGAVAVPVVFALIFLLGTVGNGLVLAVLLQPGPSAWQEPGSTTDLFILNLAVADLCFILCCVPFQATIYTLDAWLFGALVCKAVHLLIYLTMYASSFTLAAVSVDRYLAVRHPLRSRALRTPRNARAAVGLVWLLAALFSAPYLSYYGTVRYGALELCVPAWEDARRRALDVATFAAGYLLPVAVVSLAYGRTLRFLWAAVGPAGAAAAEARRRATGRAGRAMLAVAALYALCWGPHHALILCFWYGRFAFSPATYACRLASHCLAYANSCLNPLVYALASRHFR
IMP-1 inhibitor = inhibitors of Pseudomonas aeruginosa IMP-1 metallo-beta-lactamase; AID 1556; purified IMP-1, nitrocefin hydrolysis, epi-absorbance fluorescence; inhibition, % at 5.6 µM; hit rate 0.45% among 290,000;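 active means inhibition above the mean plus 3 SD of all compounds in the same screening run, cut at about 4.5% in these data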;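 further: 0% = IMP-1 with DMSO and 100% = DMSO wells lacking enzyme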
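System – purified recombinant IMP-1 beta-lactamase · Input – IMP-1 dispensed at 0.2 nM · Timing – 15 min preincubation plus 25 min reaction at 25 °C · Signal – Epi-absorbance fluorescence, 480 nm excitation, 530 nm emission · Measure – percent IMP-1 inhibition derived from blank-referenced optical density · Controls – Enzyme-plus-DMSO low control, enzyme-free DMSO high control · Replication – singlicate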
V1R ag counter = activates human V1a receptor in oxytocin agonist counter-screen; hit rate 0.25% among 320,000; AID 2797; activation, % at 3 µM; CHO-V1R cells, Fluo-8 calcium fluorescence, agonist mode; 0% DMSO, 100% 3 nM vasopressin; P37288;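 active means activation above the mean activation of all tested compounds plus 3 SD, per screening run, cut at about 20% in these data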;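 further: signal is peak over basal fluorescence ratio across a 100 second FLIPR read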
Target sequence (P37288 whole entry, looked up): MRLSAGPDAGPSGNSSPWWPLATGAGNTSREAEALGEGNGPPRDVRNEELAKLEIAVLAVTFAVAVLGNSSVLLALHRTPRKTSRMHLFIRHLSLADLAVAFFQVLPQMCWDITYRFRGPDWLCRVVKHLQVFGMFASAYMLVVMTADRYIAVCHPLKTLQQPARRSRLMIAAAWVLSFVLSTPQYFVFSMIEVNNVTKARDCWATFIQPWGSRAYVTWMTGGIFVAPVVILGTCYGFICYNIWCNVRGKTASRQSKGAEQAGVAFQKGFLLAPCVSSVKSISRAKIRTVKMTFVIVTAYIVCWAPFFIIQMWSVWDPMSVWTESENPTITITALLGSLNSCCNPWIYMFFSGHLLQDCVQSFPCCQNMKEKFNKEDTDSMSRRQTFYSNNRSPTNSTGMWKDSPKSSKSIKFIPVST
OXTR ag = agonists of human oxytocin receptor; CHO-OTR cells, Fluo-8 calcium fluorescence; normalized: DMSO 0%, oxytocin 100%; activation, % at 3 µM; hit rate 0.32% among 320,000; AID 2435;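 active means activation above the mean of all tested compounds plus 3 SD, cutoff set per screening run, cut at about 20% in these data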;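 further: peak over basal fluorescence ratio from a 100 s FLIPR kinetic read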
Active calls of the source: *; x = not tested or not shown.

1: CCN1CCN(Cc2nnc(-c3ccccc3)o2)CC1
2: CN(C)C(C)(C)C#CCC(c1ccccc1)c1ccccc1
3: O=C(O)c1cc(-c2ccco2)nc2ccccc12
4: O=C(CCCCCNC(=O)c1ccccc1)N/N=C/c1ccc(F)cc1
5: CC(C)NCc1cc(Br)ccc1OCc1ccccc1
6: Cc1cccc(NC(=O)c2nc[nH]c2C(=O)NCC(=O)OCc2ccccc2)c1

Compound	1	2	3	4	5	6
NS3 helicase inh	-19	-30	20	-12	-9	x
PHOSPHO1 block	38	-6	20	32	48	30
VIM-2 inh	-3.0	0.2	-2.6	-0.4	-0.6	x
GPR7 antagonist	-11	-7	-1	-9	6	x
FID counter	-4	14	-3	-10	13	x
GalR3 antagonist	-10	-11	-1	-7	-4	10
IMP-1 inhibitor	-1.1	-1.9	-3.7	0.9	-1.5	x
V1R ag counter	1.0	1.9	-0.3	-1.0	1.3	0.3
OXTR ag	2.0	2.1	0.2	-2.1	2.3	-0.2

7: CCc1cc(=O)oc2c3c(cc(OCC(=O)NCc4cccnc4)c12)OC(C)(C)CC3
8: CCc1ccccc1N1CC(C(=O)Nc2cc(C)on2)CC1=O (stereo not given)
9: Cc1nnc(-c2cccc(Br)c2)c2cn(-c3cccc(Br)c3)nc12
10: Cc1ccc(-n2nc3c(=O)n(CCCC(=O)NCCc4ccccc4C)nc(C)c3c2C)cc1
11: Cc1cc(NC(=O)[C@H](C)NC(=O)c2ccco2)ccc1Br
12: COC(=O)c1cc(Br)c(=O)n(CCc2ccc(F)cc2)c1

Compound	7	8	9	10	11	12
NS3 helicase inh	-11	-8	-2	-4	3	5
PHOSPHO1 block	-18	23	14	13	27	2
VIM-2 inh	3.5	0.1	-0.7	-1.6	-0.5	0.4
GPR7 antagonist	-3	3	-12	-2	0	6
FID counter	-39	-13	-2	-57	-6	-3
GalR3 antagonist	0	-2	-4	-6	-7	-3
IMP-1 inhibitor	-6.2	-0.9	-1.6	-0.2	0.2	-1.3
V1R ag counter	-0.1	2.1	-0.6	2.5	2.8	-0.3
OXTR ag	-0.5	-0.2	-1.6	-1.1	0.7	-1.1

A different layout for some results above.
entry | SMILES | NS3 helicase inh | PHOSPHO1 block | VIM-2 inh | GPR7 antagonist | FID counter | GalR3 antagonist | IMP-1 inhibitor | V1R ag counter | OXTR ag
2 | CN(C)C(C)(C)C#CCC(c1ccccc1)c1ccccc1 | -30 | -6 | 0.2 | -7 | 14 | -11 | -1.9 | 1.9 | 2.1
3 | O=C(O)c1cc(-c2ccco2)nc2ccccc12 | 20 | 20 | -2.6 | -1 | -3 | -1 | -3.7 | -0.3 | 0.2
4 | O=C(CCCCCNC(=O)c1ccccc1)N/N=C/c1ccc(F)cc1 | -12 | 32 | -0.4 | -9 | -10 | -7 | 0.9 | -1.0 | -2.1
5 | CC(C)NCc1cc(Br)ccc1OCc1ccccc1 | -9 | 48 | -0.6 | 6 | 13 | -4 | -1.5 | 1.3 | 2.3
6 | Cc1cccc(NC(=O)c2nc[nH]c2C(=O)NCC(=O)OCc2ccccc2)c1 | x | 30 | x | x | x | 10 | x | 0.3 | -0.2
7 | CCc1cc(=O)oc2c3c(cc(OCC(=O)NCc4cccnc4)c12)OC(C)(C)CC3 | -11 | -18 | 3.5 | -3 | -39 | 0 | -6.2 | -0.1 | -0.5
8 | CCc1ccccc1N1CC(C(=O)Nc2cc(C)on2)CC1=O (stereo not given) | -8 | 23 | 0.1 | 3 | -13 | -2 | -0.9 | 2.1 | -0.2
9 | Cc1nnc(-c2cccc(Br)c2)c2cn(-c3cccc(Br)c3)nc12 | -2 | 14 | -0.7 | -12 | -2 | -4 | -1.6 | -0.6 | -1.6
10 | Cc1ccc(-n2nc3c(=O)n(CCCC(=O)NCCc4ccccc4C)nc(C)c3c2C)cc1 | -4 | 13 | -1.6 | -2 | -57 | -6 | -0.2 | 2.5 | -1.1
11 | Cc1cc(NC(=O)[C@H](C)NC(=O)c2ccco2)ccc1Br | 3 | 27 | -0.5 | 0 | -6 | -7 | 0.2 | 2.8 | 0.7
12 | COC(=O)c1cc(Br)c(=O)n(CCc2ccc(F)cc2)c1 | 5 | 2 | 0.4 | 6 | -3 | -3 | -1.3 | -0.3 | -1.1

Other compounds follow:
13: COc1ccc(OCCSc2nc(N)cc(=O)[nH]2)cc1
14: COc1ccc2c(=O)cc(C(=O)O)oc2c1
15: O=C(c1ccc(N2CCCC2=O)cc1)N1CCCCCC1
16: CCOc1ccc(S(=O)(=O)NNC(=S)Nc2ccc(Br)cc2)cc1
17: COc1ccc(NC(=O)C2Cc3ccccc3CN2C(=O)c2ccccc2)cn1 (stereo not given)
18: Cc1ccc(S(=O)(=O)/N=C(/c2ccc(F)cc2)N2CCCCC2)cc1

Compound	13	14	15	16	17	18
NS3 helicase inh	-6	-4	-2	-1	-2	1
PHOSPHO1 block	-3	21	58	-11	-4	1
VIM-2 inh	-4.7	-3.6	-4.0	0.8	-2.4	-0.4
GPR7 antagonist	-6	-7	-3	-2	4	2
FID counter	-2	-2	-4	1	-15	-20
GalR3 antagonist	1	-1	-4	-2	-1	-5
IMP-1 inhibitor	-3.7	-3.0	-0.7	1.3	-0.6	-0.1
V1R ag counter	0.5	-0.1	0.5	3.6	1.4	-0.3
OXTR ag	-0.4	-0.8	1.0	0.6	1.2	-1.6

19: CCN(C(=O)COC(=O)c1ccc(F)c(S(=O)(=O)N2CCOCC2)c1)C1CCS(=O)(=O)C1 (stereo not given)
20: COc1ccc(/C=N/Nc2cc(C)nc3ccc(Br)cc23)cc1
21: O=C(O)CCC(=O)NCc1ccc(C(=O)O)cc1
22: COc1ccc(CCNc2nc(-c3ccco3)cc(C(F)(F)F)n2)cc1OC
23: OCC(CO)(CO)N=Cc1c(O)ccc2ccccc12
24: CC(C)OCCCNc1nc(-c2ccccc2)nc2ccccc12

Compound	19	20	21	22	23	24
NS3 helicase inh	6	-53	-2	-8	17	-19
PHOSPHO1 block	37	11	9	10	-10	x
VIM-2 inh	-3.4	2.2	-5.2	-3.0	-1.6	-2.2
GPR7 antagonist	-6	0	-6	3	-10	-18
FID counter	-7	28	3	-2	-2	4
GalR3 antagonist	-5	-6	-1	-4	1	-13
IMP-1 inhibitor	-1.9	-1.6	-3.9	-4.1	-2.7	-3.5
V1R ag counter	1.9	0.7	1.3	-1.2	0.8	1.9
OXTR ag	0.3	-0.8	0.2	-1.8	0.7	-2.3

25: CCNc1nc(NCC)nc(N(CC)C(N)=S)n1
26: O=S(=O)(/N=C(/c1ccccc1)N1CCOCC1)c1ccc(Br)cc1
27: Cc1ccc(NNC(=S)Nc2ccc(C(C)C)cc2)c(C)c1
28: C=CCN1CN(S(=O)(=O)c2ccc(OC)cc2)c2nc3ccccc3nc21
29: COc1ccccc1NC(=O)/C=C/C(=O)O
30: CC(NC(=O)CCCOc1ccc(Cl)cc1)c1ccccc1 (stereo not given)

Compound	25	26	27	28	29	30
NS3 helicase inh	11	17	0	4	1	1
PHOSPHO1 block	-60	18	3	5	24	6
VIM-2 inh	-1.7	-0.5	-2.3	-1.9	-2.4	-2.5
GPR7 antagonist	-11	-5	-9	-3	-6	-6
FID counter	-7	-30	1	-9	2	-15
GalR3 antagonist	-4	-6	-4	0	-5	-1
IMP-1 inhibitor	-4.3	-0.3	-2.9	-3.1	-3.0	-1.3
V1R ag counter	-0.7	0.0	-0.2	1.0	1.7	0.6
OXTR ag	-2.9	0.3	-2.2	1.8	0.0	-1.1

31: CN(C)c1ccc(C(c2nnnn2CCOC(=O)Nc2ccc(Cl)cc2)N2CCOCC2)cc1 (stereo not given)
32: Cc1ccc(NC(=O)/C=C/c2ccc([N+](=O)[O-])s2)cc1
33: Cc1ccc(Sc2ncccc2COC(=O)Nc2c(C)cccc2C)cc1
34: ClCc1nnc(-c2cc3c(s2)CCCC3)o1
35: Cc1nnc(SCC(=O)N(Cc2ccccc2)C(C)(C)C)[nH]c1=O
36: O=C(CSc1ncn[nH]1)NCc1ccc(Cl)cc1

Compound	31	32	33	34	35	36
NS3 helicase inh	-6	0	-11	0	6	-2
PHOSPHO1 block	-47	18	16	-1	46	35
VIM-2 inh	-3.5	-2.0	-2.2	-2.3	-5.9	-1.5
GPR7 antagonist	4	-14	-12	-2	-3	-12
FID counter	-16	2	-27	-7	2	-2
GalR3 antagonist	-5	-3	-5	0	2	-4
IMP-1 inhibitor	-3.0	-3.9	-2.3	-1.6	-5.0	-0.7
V1R ag counter	x	0.2	1.4	x	0.8	0.3
OXTR ag	x	-0.8	-1.6	x	0.9	-0.2

37: Cc1cc(C)n(-c2nc(C(=O)O)cs2)n1
38: C=CCOC(=O)C1C(=O)CC(C)(O)C(C(=O)OCC=C)C1c1ccc(N(C)C)cc1 (stereo not given)
39: COc1ccccc1/C=C/C(=O)c1ccccc1
40: Cc1ccc(C(=O)NC(=S)Nc2ccc(NC(=O)c3cccc(Cl)c3)cc2)cc1
41: COc1ccc2c3c(c(=O)oc2c1OCC(=O)O)CCCC3
42: CC(=O)N1CCN(c2nc(C)nc3sc4c(c23)CCC(C)C4)CC1 (stereo not given)

Compound	37	38	39	40	41	42
NS3 helicase inh	12	-3	2	0	3	0
PHOSPHO1 block	36	9	16	-8	-10	50
VIM-2 inh	-2.8	-0.8	-1.5	-4.1	2.2	-1.0
GPR7 antagonist	-1	2	-5	-6	-5	-12
FID counter	1	-23	-9	0	-8	-35
GalR3 antagonist	-1	-7	-5	-1	-1	1
IMP-1 inhibitor	-2.6	-2.0	-1.4	-1.4	-4.5	-0.7
V1R ag counter	0.0	-1.1	x	0.6	0.2	-0.5
OXTR ag	1.2	-1.8	x	-0.7	0.4	-1.9

43: COc1cc(/C=C2/SC(=Nc3ccc(O)cc3)NC2=O)ccc1O
44: CCOc1cc(/C=N/NC(=O)c2ccc(CN3CCOCC3)cc2)ccc1OC
45: COC(=O)c1ccc(N2C(=O)C3CC=CC(C)C3C2=O)cc1 (stereo not given)
46: Cn1c(=O)c2ncn(CC(=O)N/N=C/C=C/c3ccccc3)c2n(C)c1=O
47: Cc1ccc(N=CC2=C(O)CC(c3cccc(Cl)c3)CC2=O)cc1 (stereo not given)
48: CC(C)(CNC(=O)CC1C(=O)NCCN1Cc1cccc(F)c1)N1CCOCC1 (stereo not given)

Compound	43	44	45	46	47	48
NS3 helicase inh	-18	-11	10	12	0	3
PHOSPHO1 block	55	-16	30	-14	3	36
VIM-2 inh	4.4	-2.7	-2.5	-0.6	-3.7	-0.8
GPR7 antagonist	5	-10	-7	-15	-6	-4
FID counter	-7	-15	-5	-23	-4	-1
GalR3 antagonist	2	-4	8	-4	0	-7
IMP-1 inhibitor	0.1	-1.6	-2.9	-3.6	-1.7	-3.2
V1R ag counter	1.7	1.4	-0.4	0.9	0.8	0.5
OXTR ag	1.7	-0.2	0.6	1.0	0.0	0.4
